Compound activity deposited in PubChem BioAssay by Johns Hopkins Ion Channel Center.
CHT PAM: allosteric activators of human choline transporter CHT; Q9GZV3; CHT-expressing cells, membrane potential dye, choline EC20; hits give high values; LV-AA mutant CHT in HEK293 cells; B-score at 10 µM; 0.49% of 310,000 active; AID 488977;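 active = initial fluorescence not abnormally high and integrated response B-score, plate-corrected, over 3 SD above library mean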
Target sequence (Q9GZV3 whole entry, looked up): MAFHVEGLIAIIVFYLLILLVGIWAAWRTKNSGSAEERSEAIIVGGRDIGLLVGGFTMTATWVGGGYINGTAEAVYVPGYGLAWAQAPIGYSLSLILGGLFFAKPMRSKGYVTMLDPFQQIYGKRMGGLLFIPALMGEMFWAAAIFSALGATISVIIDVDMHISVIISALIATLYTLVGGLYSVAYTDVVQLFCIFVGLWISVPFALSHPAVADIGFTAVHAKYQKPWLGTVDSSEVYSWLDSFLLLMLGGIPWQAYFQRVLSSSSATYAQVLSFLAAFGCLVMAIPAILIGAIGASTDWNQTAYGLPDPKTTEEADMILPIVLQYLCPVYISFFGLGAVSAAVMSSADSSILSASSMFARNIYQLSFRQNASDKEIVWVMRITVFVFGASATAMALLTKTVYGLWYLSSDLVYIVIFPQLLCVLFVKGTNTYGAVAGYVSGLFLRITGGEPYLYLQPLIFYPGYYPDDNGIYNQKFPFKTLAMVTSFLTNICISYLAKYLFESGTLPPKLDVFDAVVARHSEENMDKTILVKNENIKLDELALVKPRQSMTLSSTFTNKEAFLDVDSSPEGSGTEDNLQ
CHT block: inhibits the human high affinity choline transporter; CHT-expressing cells, membrane potential dye, choline response; hits give low values; B-score at 10 µM; 0.86% of 310,000 active; AID 488975;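 active = B-score over 3 SD under the library average, and starting fluorescence ratio not unusually high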;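 note: choline stimulus applied at its EC90 after an EC20 pre-addition; B-score computed on integrated fluorescence ratio after choline addition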
Calls only; i = inactive.

SMILES	CHT PAM	CHT block
Cc1ccc(CN2CCN(C/C=C/c3ccc(F)cc3)CC2CCO)o1 (stereo unspecified)	i	i
Nc1nc(SCC(=O)Nc2ccccc2)nc2nc3c(cc12)CCCC3	i	i
COc1ccc(OC)c(/C(O)=C/C(=O)C(=O)Nc2ccccc2OC)c1	i	i
CN(C(=S)NC(=O)c1ccccc1)c1c(N)n(Cc2ccccc2)c(=O)[nH]c1=O	i	i
COc1ccc(CCNC(=O)CSc2nc(N)c3c(C)c(C)oc3n2)cc1OC	i	i
CC(C)[C@H](NC(=O)N1CCn2c1nc1ccccc12)C(=O)N[C@H](C(=O)O)c1ccccc1	i	i
CCN(CC)S(=O)(=O)c1ccc(S(=O)(=O)NCC2CCCO2)cc1 (stereo unspecified)	i	i
CCCCNC(=O)NC(C(=O)OC)C12CC3CC(CC(C3)C1)C2 (stereo unspecified)	i	i
NC(=O)c1ccccc1NC(=O)C1CCCO1 (stereo unspecified)	i	i
c1ccc2oc(SCc3cn4ccccc4n3)nc2c1	i	i
Cc1ccc(-c2nc3ccccc3s2)cc1NC(=O)c1cc(-n2cnnc2)ccc1Cl	i	i
CC1Cc2ccccc2N1S(=O)(=O)c1cccc(C(=O)Nc2cccnc2)c1 (stereo unspecified)	i	i
CC(C)(C)NC(=O)C1CCN(C(=O)c2ccco2)CC1	i	i
Cn1c(CSCc2ccc(Cl)c(Cl)c2)nnc1SCC(=O)Nc1nccs1	i	i
O=C(CCN1C(=O)C2C3C=CC(C3)C2C1=O)NC1CCCCC1 (stereo unspecified)	i	i
O=C(COC(=O)CCc1ccc(S(=O)(=O)N2CCOCC2)cc1)NCc1ccccc1	i	i
CN(CC(=O)Nc1ccc(F)cc1)C(=O)COC(=O)c1ccccc1	i	i
CCOC(=O)CC(NC(=O)c1ccccc1F)c1ccc(C)cc1 (stereo unspecified)	i	i
O=C(Nc1cccc2ccccc12)N1CCN(Cc2ccc3c(c2)OCO3)CC1	i	i
Cc1c(C(O)CN2CCC(C(N)=O)CC2)c2ccccc2n1C (stereo unspecified)	i	i
CCCCOc1cccc(C(=O)Nc2ccc(S(=O)(=O)Nc3cc(C)on3)cc2)c1	i	i
O=C(CCCc1nc2ccccc2s1)N1CCN(S(=O)(=O)c2cccs2)CC1	i	i
COc1ccccc1-c1nnc2sc(COc3ccc(Cl)cc3Cl)nn12	i	i
O=C(c1cccc(Br)c1)c1conc1C(=O)c1ccco1	i	i
COC(=O)c1ccc(CSc2nc3ccccc3s2)o1	i	i
SMILES	CHT PAM	CHT block
O=C(CSc1nnnn1-c1ccccc1)Nc1nsc(-c2ccccc2)n1	i	i
COc1ccc(S(=O)(=O)N(C)c2ccc(C(=O)NCCC(C)C)cc2)cc1	i	i
C/C(=N\OC(=O)c1ccc(Cl)c(Cl)c1)c1sc(C)nc1C	i	i
Nc1ccnn1Cc1ccncc1	i	i
COC(=O)c1cccc(NC2CC(=O)N(c3ccc(OC)c(OC)c3)C2=O)c1 (stereo unspecified)	i	i
C=CCOC(=O)C1=C[C@H](C2CCCCC2)[C@@H](CCCO)[C@H](OCC)O1	i	i
CC1(C)CC(=O)C(C2=NC(C)(C)Cc3ccccc32)=C(O)C1	i	i
COc1ccc(NC(=S)N2CCN(c3ccccn3)CC2)cc1OC	i	i
CCCn1c(SCC(=O)Nc2cccc(C)n2)nnc1C(C)C	i	i
COCc1ccc(C(=O)N2CCCC(N(C)CCc3ccc(OC)c(OC)c3)C2)s1 (stereo unspecified)	i	i
Cn1c(-c2ccccc2)nc2cnccc21	i	i
COc1cc(CN(C)Cc2nc3cc(C(F)(F)F)ccc3c(=O)[nH]2)ccc1OC(F)F	i	i
CCOC(=O)C1=C(CN2CCN(C(=O)OCC)CC2)NC(=O)NC1c1ccc2c(c1)OCO2 (stereo unspecified)	i	i
Nc1nc(NCCOCCO)nc(NCC2CCCO2)c1[N+](=O)[O-] (stereo unspecified)	i	i
COc1ccc(-c2cc(C(F)(F)F)nc(N3CCOCC3)n2)cc1OC	i	i
COc1cccc(OC)c1OCCNCC1COc2ccccc2O1 (stereo unspecified)	i	i
CCCc1nnc(SCC(=O)N2CCCC2)n1CC1CCCO1 (stereo unspecified)	i	i
COc1ccccc1C(=O)N/C(=C\c1ccc(Br)cc1)C(=O)N1CCCC1	i	i
CCN1C(=O)C(O)(CC(=O)c2ccc3c(c2)OCCO3)c2ccccc21 (stereo unspecified)	i	i
CC(/C=N/NC(=O)c1nnn(-c2nonc2N)c1CN1CCCCC1)=C\c1ccccc1	i	i
C=CCSc1ncnc2c1oc1nc3c(cc12)COC(C)(C)C3	i	i
COc1ccc(CCNC(=O)NCCc2c[nH]c3ccccc23)cc1OC	i	i
CCOC(=O)c1sc(=NC(=O)c2ccc(C)c(C)c2)n(C)c1C	i	i
Cc1c(/C(O)=C2/C(=O)C(=O)N(CCN(C)C)C2c2ccc(C(C)C)cc2)cnn1-c1ccccc1 (stereo unspecified)	i	i
Cc1oc(-c2ccccc2F)nc1CS(=O)CC(=O)NC1CC1 (stereo unspecified)	i	i

16 entries out of the list, arranged by length of the SMILES, ascending.
SMILES	CHT PAM	CHT block
Cn1c(-c2ccccc2)nc2cnccc21	i	i
COc1cccc(OC)c1OCCNCC1COc2ccccc2O1 (stereo unspecified)	i	i
CCCc1nnc(SCC(=O)N2CCCC2)n1CC1CCCO1 (stereo unspecified)	i	i
CCCn1c(SCC(=O)Nc2cccc(C)n2)nnc1C(C)C	i	i
Cc1oc(-c2ccccc2F)nc1CS(=O)CC(=O)NC1CC1 (stereo unspecified)	i	i
C/C(=N\OC(=O)c1ccc(Cl)c(Cl)c1)c1sc(C)nc1C	i	i
CCOC(=O)c1sc(=NC(=O)c2ccc(C)c(C)c2)n(C)c1C	i	i
CC1(C)CC(=O)C(C2=NC(C)(C)Cc3ccccc32)=C(O)C1	i	i
CCN1C(=O)C(O)(CC(=O)c2ccc3c(c2)OCCO3)c2ccccc21 (stereo unspecified)	i	i
COc1ccccc1C(=O)N/C(=C\c1ccc(Br)cc1)C(=O)N1CCCC1	i	i
COc1ccc(S(=O)(=O)N(C)c2ccc(C(=O)NCCC(C)C)cc2)cc1	i	i
COC(=O)c1cccc(NC2CC(=O)N(c3ccc(OC)c(OC)c3)C2=O)c1 (stereo unspecified)	i	i
CC(/C=N/NC(=O)c1nnn(-c2nonc2N)c1CN1CCCCC1)=C\c1ccccc1	i	i
COc1cc(CN(C)Cc2nc3cc(C(F)(F)F)ccc3c(=O)[nH]2)ccc1OC(F)F	i	i
CCOC(=O)C1=C(CN2CCN(C(=O)OCC)CC2)NC(=O)NC1c1ccc2c(c1)OCO2 (stereo unspecified)	i	i
Cc1c(/C(O)=C2/C(=O)C(=O)N(CCN(C)C)C2c2ccc(C(C)C)cc2)cnn1-c1ccccc1 (stereo unspecified)	i	i

One compound at a time, from the list above:
COCc1ccc(C(=O)N2CCCC(N(C)CCc3ccc(OC)c(OC)c3)C2)s1 (stereo unspecified) in the list: CHT PAM: i; CHT block: i
C=CCSc1ncnc2c1oc1nc3c(cc12)COC(C)(C)C3 in the list: CHT PAM: i; CHT block: i

(listing goes on)
SMILES	CHT PAM	CHT block
O=C(CC1Nc2ccccc2NC1=O)NCc1cccnc1 (stereo unspecified)	i	i
COc1ccc(CCNS(=O)(=O)c2ccc3c(c2)CCN3C(=O)CCC(=O)O)cc1OC	i	i
CCN(CC)S(=O)(=O)c1ccc(C(=O)NCC(c2ccc(OC)cc2)N2CCOCC2)cc1 (stereo unspecified)	i	i
CCc1nc2ccccc2c(C(=O)OCC(=O)C(C)(C)C)c1C	i	i
COc1ccc(S(=O)(=O)N2CCOC2CNC(=O)C(=O)NCCc2ccccc2)cc1C (stereo unspecified)	i	i
CCN(CC)S(=O)(=O)c1ccc(N(C)C)c(NC(=O)CSCc2c(C)noc2C)c1	i	i
CCOc1ccc(NC(=S)Nc2ccc(F)cc2)cc1	i	i
O=C(O)CNC(=S)NCc1ccccc1	i	i
OCCNCc1ccc(-c2ccccc2)cc1	i	i
C=C(C)c1cccc(C(C)(C)NC(=O)Nc2nncs2)c1	i	i
O=C1COc2ccc(C(=O)COC(=O)c3ccco3)cc2N1	i	i
O=Cc1ccc(-c2ccccc2C(=O)O)o1	i	i
Cc1nnc(SCC(=O)Nc2sccc2C(N)=O)n1Cc1ccccc1	i	i
COc1cccc(NC(=O)c2nnn(CC(=O)Nc3cc(C)cc(C)c3)c2N)c1	i	i
CCCc1cc(=O)[nH]c(SCc2cccnc2)n1	i	i
Cc1ccc(-c2c(C#N)c(N)nc3c2CCCC3)o1	i	i
O=C(O)c1[nH]c2ccccc2c1NS(=O)(=O)c1ccc(F)cc1	i	i
CC(C)C(=O)N1c2ccccc2NC2=C(C(=O)CCC2)C1c1ccc(N(C)C)cc1 (stereo unspecified)	i	i
NC(=O)Cn1cc(C(=O)C(=O)N2CCOCC2)c2ccccc21	i	i
Cc1ccccc1NS(=O)(=O)c1ccc(C(=O)NCCCN2CCCC2=O)cc1	i	i
Cc1cc(CSc2ccccc2)ccc1NC(=O)c1ccc(Cl)c([N+](=O)[O-])c1	i	i
COc1ccc(CNC(=O)Cn2c(=O)n(CC(=O)N3CCCCC3)c(=O)c3sccc32)cc1	i	i
COc1ccc(CCNC(=O)c2ccc([N+](=O)[O-])cc2)cc1	i	i
CC1(C)Cc2ccccc2C(Nn2cnnc2)=N1	i	i
COC(=O)c1c(C(=O)OC)c(-c2ccccc2)n2c1CS(=O)(=O)C2	i	i
SMILES	CHT PAM	CHT block
O=C(Cn1nnc(-c2ccccc2)n1)Nc1ccccc1N1CCOCC1	i	i
Cc1cccc(C)c1OCCn1nnc2ccccc21	i	i
COc1ccc(-c2ccc(NS(=O)(=O)c3ccc([N+](=O)[O-])cc3)cc2)nn1	i	i
O=C(Nc1nc(=O)c2ccccc2s1)c1ccc(F)cc1	i	i
Cc1cc(C)nc(SCC(=O)NC2=NN=C(c3ccc(Br)cc3)CS2)n1	i	i
CCSc1nnc(NC(=O)C(NC(=O)c2ccc(Cl)cc2)C(C)C)s1 (stereo unspecified)	i	i
CCCc1nc2c(ccc3ccccc32)cc1CC	i	i
CSCCC(NC(=O)c1ccccc1Cl)C(=O)Nc1ccc(C)c(S(=O)(=O)N2CCOCC2)c1 (stereo unspecified)	i	i
COCCn1c(SC2CCOC2=O)nc2ccccc2c1=O (stereo unspecified)	i	i
CC(=O)Nc1ccc(NC(=O)CCCSc2nc3ccccc3s2)cc1	i	i
CN1C(=O)NC(c2ccc(O)cc2)C2=C1CN(c1ccc(O)cc1)C2=O (stereo unspecified)	i	i
NC(=S)N=Nc1c(O)n(CCCl)c2ccccc12	i	i
O=C(Cc1ccc(Cl)cc1)c1c[nH]c(C(=O)NCCCn2ccnc2)c1	i	i
O=C1CN(C(=O)c2ccccc2)C(c2ccccc2)c2cc(Cl)ccc2N1 (stereo unspecified)	i	i
O=C(Cc1ccccc1)NC1CCSc2ccccc21 (stereo unspecified)	i	i
O=S(=O)(NCCN1CCOCC1)c1cc(Cl)ccc1Cl	i	i
CCCCN(C/C=C/c1ccccc1OC)Cc1ccccc1	i	i
CCCCCCC1CC(C)(/C(C)=N/NC(N)=O)OC1=O (stereo unspecified)	i	i
Cc1n[nH]c(=O)c2c(NC(=O)COC(=O)Cc3c(F)cccc3Cl)oc(C)c12	i	i
COCCCN(C(=S)Nc1cccc(Cl)c1)C(C)c1ccncc1 (stereo unspecified)	i	i
COc1cc(NC(=S)NC(=O)CCc2ccccc2)cc(OC)c1	i	i
CCOC(=O)c1c(NC(=O)CN2CCN(C(=O)c3ccco3)CC2)sc(C)c1C	i	i
Cc1cccc(Nc2ccccc2C(=O)O)c1C	i	i
CCOc1ccccc1C(=O)Nc1cccc(-c2ccc(N3CCOCC3)nn2)c1	i	i
C=CCN1C(=O)c2ccc(C(=O)N(C)CC(=O)Nc3ccccc3Cl)cc2C1=O	i	i
SMILES	CHT PAM	CHT block
CC(C)C[C@H](NC(=O)N1CCn2c1nc1ccccc12)C(=O)NCC1CCCO1 (stereo partly specified)	i	i
CCN(CC1COc2ccccc2O1)C(=O)c1ccc(Cl)c(S(=O)(=O)N2CC(C)OC(C)C2)c1 (stereo unspecified)	i	i
COc1ccc(CCNC(=O)C(=O)NCC2OCCN2S(=O)(=O)c2ccc(C)cc2)cc1OC (stereo unspecified)	i	i
CN(CC(=O)Nc1ncn[nH]1)S(=O)(=O)c1ccc(Cl)cc1	i	i
N#C/C(=C\c1cccnc1)C(=O)NC1CCCCC1	i	i
Cc1ccc(CNC(=O)C2CCCCN2S(=O)(=O)c2ccccc2)cc1 (stereo unspecified)	i	i
CC(C)(C)c1cc(Cl)ccc1OCCOCCN1CCCC1	i	i
CCCNC(=O)[C@H](C)NC(=O)c1ccc(Br)cc1	i	i
COc1ccc(C(=O)Nc2nc(N3C(=O)c4ccccc4C3=O)n(-c3ccccc3)n2)cc1	i	i
C=CCn1c(=S)[nH]c2scc(-c3ccco3)c2c1=O	i	i
CN1CCc2c(OCC(=O)NC3CCCCC3)cccc2C1=O	i	i
CCOC(=O)c1sc(NC(=O)C(C)(C)C)cc1C	i	i
Cn1c(=O)n(CCc2ccccc2)c2ccccc21	i	i
COc1ccccc1C(=O)Nc1c2c(nn1-c1cccc(C)c1C)CS(=O)(=O)C2	i	i
COc1cccc(C(=O)Nc2ccc(NC(=O)C(C)(C)C)cn2)c1	i	i
CSCC[C@H](NC(=O)Nc1ccc(C)cc1C)C(=O)O	i	i
CCCn1c(=O)c(C(=O)N/N=C/c2ccc(F)cc2)c(O)c2ccccc21	i	i
CCOCCn1c(COc2ccccc2)nc2ccccc21	i	i
CCCC(C(=O)NC1CCCC1)N(Cc1cccs1)C(=O)c1snc(C(N)=O)c1N (stereo unspecified)	i	i
O=C(/C=C/c1ccccc1Cl)Nc1ccc2c(c1)C(=O)NC2=O	i	i
Cc1ccc(N(C)S(=O)(=O)c2c[nH]c3ccc([N+](=O)[O-])cc23)cc1	i	i
C(=C\c1ccco1)/c1nc2ccccc2[nH]1	i	i
CS(=O)(=O)CCC(C(=O)O)N1C(=O)c2ccc(Oc3ccc(Cl)cc3)cc2C1=O (stereo unspecified)	i	i
Cc1ccc2[nH]c3c(=S)nc[nH]c3c2c1	i	i
Cc1ccccc1CN1C(=O)c2ccccc2S(=O)c2ccc(C(=O)NCCCN3CCOCC3)cc21 (stereo unspecified)	i	i
